Screening results: PubChem, several laboratories
PfHsp40 rescue: compounds rescuing yeast from Plasmodium falciparum HSP40 toxicity; growth rescue, % at 12.5 µM; AID 504582; 340,000 compounds, 0.68% hits; S. cerevisiae expressing PfHsp40, growth rescue, ATP luminescence; in the data active means growth rescue above about 28%, passing the limit was not always enough; inconclusive means no clear call, values can overlap the other calls;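 further: yeast W303a lacking pdr1 and pdr3 grown in galactose medium; growth measured after three days at 30 °C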
CCHF vOTU inh: blocks the CCHF virus ovarian tumor domain protease. AID 651958. 370,000 compounds, 0.55% hits. CCHFV vOTU protease, Pep-AMC fluorescence. inhibition, % at 11.5 µM; in the data active means inhibition above about 30%; further: 0% = vehicle wells with enzyme and 100% = no enzyme wells
PrPC surface inh: cell surface PrPC inhibition, primary TR-FRET screen; AID 720596; TR-FRET read-out; 370,000 compounds, 0.43% hits; inhibition, % at 13.8 µM; P04156; in the data active means inhibition above about 24%; further: 0% = median of the test wells and 100% = reference compound wells
Y pestis TopoI: inhibitors of Yersinia pestis topoisomerase I. Y. pestis Topo-I cleavage product accumulation, plate reader. 360,000 compounds, 0.064% hits. activity, % at 10 µM; in the data active means activity above about 50%, passing the limit was not always enough; inconclusive means no clear call, values can overlap the other calls; further: inactives centre near 2
FadD28 FP inh: M. tuberculosis FadD28 bisubstrate binding inhibition; FadD28 bisubstrate probe binding, fluorescence polarization; inhibition, % at 12.5 µM; 360,000 compounds, 0.22% hits; in the data active means inhibition above about 8.5%, passing the limit was not always enough; inconclusive means no clear call, values can overlap the other calls
BoNT-A LC inh2: BoNT A light chain protease inhibition | 360,000 compounds, 0.17% hits | AID 588499 | multiplex microsphere protease substrate cleavage, flow cytometry | inhibition, % at 10 µM; further: plate controls were buffer without enzyme for full effect and enzyme alone for no effect
Anthrax LF prot: blocks Bacillus anthracis lethal factor protease | 360,000 compounds, 0.12% hits | multiplex microsphere protease cleavage assay, LF | P15917 | inhibition, % at 10 µM | AID 588501; further: plate controls were buffer without enzyme for full effect and enzyme alone for no effect
Target sequence (P15917 whole entry, looked up): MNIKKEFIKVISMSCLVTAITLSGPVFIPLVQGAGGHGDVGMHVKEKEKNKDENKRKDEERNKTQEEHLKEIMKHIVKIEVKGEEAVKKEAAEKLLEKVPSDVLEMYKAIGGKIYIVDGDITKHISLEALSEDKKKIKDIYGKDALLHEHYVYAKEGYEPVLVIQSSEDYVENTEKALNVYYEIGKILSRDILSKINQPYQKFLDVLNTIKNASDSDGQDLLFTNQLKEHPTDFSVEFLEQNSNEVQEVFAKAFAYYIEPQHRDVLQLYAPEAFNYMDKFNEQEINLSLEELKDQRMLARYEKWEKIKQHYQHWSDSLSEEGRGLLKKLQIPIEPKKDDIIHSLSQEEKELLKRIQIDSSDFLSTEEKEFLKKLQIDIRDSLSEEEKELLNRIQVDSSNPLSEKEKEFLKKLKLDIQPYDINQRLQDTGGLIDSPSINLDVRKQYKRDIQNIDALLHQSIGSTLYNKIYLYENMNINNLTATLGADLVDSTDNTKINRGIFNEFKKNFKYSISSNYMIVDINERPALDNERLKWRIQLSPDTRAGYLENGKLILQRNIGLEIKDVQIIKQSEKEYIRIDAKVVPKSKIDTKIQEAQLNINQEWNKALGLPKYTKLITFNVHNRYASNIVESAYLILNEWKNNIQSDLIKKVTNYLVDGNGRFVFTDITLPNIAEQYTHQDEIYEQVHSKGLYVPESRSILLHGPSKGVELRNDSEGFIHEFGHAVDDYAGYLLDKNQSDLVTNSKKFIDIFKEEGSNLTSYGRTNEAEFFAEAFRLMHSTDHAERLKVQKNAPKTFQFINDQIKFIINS
TcdB inh: blocks C. difficile toxin B glycohydrolase activity. TcdB glycohydrolase enzymatic assay, plate reader. inhibition, % at 9.99 µM. 350,000 compounds, 0.24% hits; in the data active means inhibition above about 10%
BoNT-F LC inh: inhibitors of Botulinum neurotoxin F light chain protease | 360,000 compounds, 0.22% hits | AID 588497 | inhibition, % at 10 µM | Multiplex microsphere protease cleavage assay, flow cytometry; in the data active means inhibition above about 35%, passing the limit was not always enough; inconclusive means no clear call, values can overlap the other calls; further: plate controls were buffer without enzyme for full effect and enzyme alone for no effect
* marks the source's active call; other numbers are inactive results; ? = inconclusive; · = no result given. Unless noted, no stated cut-off is given here; in the data, active means inhibition above about 30%; inconclusive means no clear call, values can overlap the other calls; inactive means below that.

compound	PfHsp40 rescue	CCHF vOTU inh	PrPC surface inh	Y pestis TopoI	FadD28 FP inh	BoNT-A LC inh2	Anthrax LF prot	TcdB inh	BoNT-F LC inh
CC1CCCC(NC(=S)NC(=O)c2ccccc2Br)C1C (stereo not given)	6.6	4	6	17	-1.8	-1.0	-2	·	-2
O=C(COC(=O)Cn1ccc(=O)[nH]c1=O)Nc1ccc(F)cc1	0.5	-9	6	3	-2.7	-0.3	-1	1.3	0
Nc1ccc(S(=O)(=O)N2CCCC2C(=O)O)cc1 (stereo not given)	-1.2	-9	3	4	-1.8	0.5	5	1.4	-11
Cc1ccc(S(=O)(=O)c2nc(-c3ccccc3)oc2NCc2cccnc2)cc1	0.6	-3	3	25	-3.3	0.3	-3	·	-1
CCOC(=O)N1CCN(C(=O)C(NC(=O)c2ccco2)C(C)C)CC1 (stereo not given)	-0.6	4	-8	-4	-3.2	-3.8	5	1.2	?
Cn1c(NCCCO)nc2c(c1=O)C1(CCCCC1)Cc1ccccc1-2	0.6	-71	8	22	-1.7	-7.2	-5	·	-84
CCn1c(COc2ccc(=O)n(-c3ccccc3)n2)nnc1SCC(=O)OC	-1.4	4	8	0	-0.6	-1.1	-6	-4.7	-5
CCOC(=O)c1c(-c2ccc3ccccc3c2)csc1NC(=O)CCCC(=O)O	-1.5	6	4	15	-13	3.6	-4	0.2	11
CSc1nc(NC(C)(C)C)nc(Oc2ccc(=O)n(C)n2)n1	-3.1	-1	-6	1	0.3	0.1	-7	·	-15
O=C(Cn1cnc2c(NCc3ccccc3)ncnc21)NCc1ccc2c(c1)OCO2	-1.4	-9	-4	5	-1.7	-0.3	-4	1.1	4
O=C1C=C(c2ccccc2)C(O)(c2ccccc2)C1 (stereo not given)	2.9	9	3	14	-4.5	0.6	1	-0.7	-2
CCOC(=O)c1[nH]c2ccc(C(=O)OC)cc2c1C(=O)OCC	0.3	7	-1	-5	-5.5	-0.2	-5	0.8	-1
Cc1cc(NC(=O)CCCC(=O)Nc2ccc(F)cc2)no1	0.5	4	3	5	0.8	-0.3	-3	·	-16
COc1ccc(NC2c3ccccc3C(=O)N2c2ccccn2)cc1 (stereo not given)	-0.1	-5	13	9	0.5	-0.8	-6	-2.1	-18
O=C(NCc1ccncc1)c1ccc(Oc2ccccc2)cc1	-0.4	-6	9	4	-0.3	-0.7	-2	2.4	-3
Cc1ccc2c(c1)-c1[nH]c(=S)ncc1CS2	-0.1	6	-6	1	-5.0	-0.2	1	-0.2	1
O=C(CCCC(=O)c1ccc(F)cc1)c1ccc(F)cc1	1.4	12	0	5	-4.1	1.1	9	-0.5	-10
Cc1cccc(C)c1N(CC(=O)N1CCN(c2ccccc2F)CC1)S(C)(=O)=O	3.8	13	-1	0	0.5	-2.3	5	-3.1	-7
COc1cc2c(cc1OC)C(c1cc(C)ccc1C)CC(=O)N2 (stereo not given)	-1.9	15	8	0	1.4	?	-4	-0.7	?
CC(=O)Oc1ccccc1C(=O)O	-0.5	4	1	-7	-2.2	-0.9	8	0.0	0
O=C(ONc1ccc(N=NC(=O)c2ccccc2O)cc1)c1ccccc1	0.4	8	10	4	1.2	-0.1	-3	·	-4
CCn1c(SCC(=O)Nc2nc(C)cs2)nnc1C(C)NC(=O)c1ccccc1 (stereo not given)	-1.0	7	-3	-5	-0.8	-0.6	-2	·	11
COc1ccc(OC(C)C(=O)N2CCCc3ccccc32)cc1 (stereo not given)	-1.0	-2	3	-3	0.1	-0.3	0	-2.4	-2
COC(=O)CC(c1ccc(F)cc1)n1c(C)ccc1C (stereo not given)	0.8	-7	6	-6	-2.7	-0.5	-5	1.8	-4
COc1ccc(-c2nc(NC(=O)c3nc4nccc(C)n4n3)sc2C)cc1	1.8	-1	-10	22	-1.5	0.8	3	3.5	9
CCN(CC(=O)Nc1c(F)cccc1F)C(=O)c1ccc(COc2ccccc2)cc1	1.1	-2	4	26	-0.7	-4.6	-5	1.9	-7
O=C(CCCCCBr)N1CCC(CC2CC(c3cccc(Br)c3)=NO2)(C(=O)NCC2CCCCC2)CC1 (stereo not given)	5.7	5	-4	13	-6.8	0.2	-2	0.5	-1
CCOc1ccc(N(CC(=O)N2CCCCCC2)S(=O)(=O)c2ccc(F)cc2)cc1	0.9	13	5	20	-4.1	0.4	-2	1.1	0
Cc1ccc(S(=O)(=O)Nc2cc(C(=O)N3CCOCC3)ccc2N2CCCCC2)cc1	-0.6	-5	10	14	-3.4	-0.4	0	·	4
CS(=O)(=O)N1CCCC(C(=O)NCCN2CCC(Cc3ccccc3)CC2)C1 (stereo not given)	-0.9	0	4	-1	-3.1	0.8	0	·	2
CCOC(=O)N1CCC2(CC1)C(C#N)=C(N)Oc1n[nH]c(CSc3ccc(C)cc3)c12	-1.3	17	2	10	-7.6	1.7	-2	·	17
N#Cc1c(/N=C/c2ccco2)sc2c1CCC2	0.4	6	-8	-2	2.3	0.1	-4	·	-8
COCC(C)n1c(C)cc(C(=O)COC(=O)c2cc(=O)[nH]c3ccccc23)c1C (stereo not given)	1.9	7	-16	33	-0.6	3.4	-1	0.8	10
O=C(NCCOc1ccccc1Cl)c1ccc2c(c1)S(=O)(=O)c1cc(Cl)ccc1C2=O	-0.1	-5	-4	1	1.4	0.2	5	-0.6	-6
CN1OC[C@@H]2CN[C@H](c3ccccc3Br)C[C@@H]21	-0.8	0	1	5	0.3	0.2	-4	1.1	-1
O=C1NC(=O)C2(CCN(c3ccccc3)CC2)C(=O)N1	0.4	-1	4	4	-3.7	-0.5	-6	0.8	-7
O=C(NCCSCc1ccco1)c1ccc(=O)[nH]c1	-0.5	10	7	3	-0.5	-2.6	-7	1.7	-12
Cc1ccc(NC(=O)COC(=O)c2cc(Cl)ccc2[N+](=O)[O-])c(C)c1	-0.6	-1	0	-4	-3.8	-1.2	-1	0.8	-4
Cc1ncc2c(c1OC(=O)c1ccc([N+](=O)[O-])cc1)COC(C)(C)OC2	-0.7	-2	-11	-3	0.0	-0.6	-4	·	4
COc1ccc(CNC(=O)O[C@H]2C[C@@H]3C(=O)N(c4ccccc4)C(=O)[C@@H]3[C@@H]3CN(S(=O)(=O)c4ccc(C)cc4)C[C@]23O)cc1OC	·	6	-7	12	-0.8	-0.5	-7	1.8	-6

Some values from the entries so far.
In CCHF vOTU inh, COc1ccc(-c2nc(NC(=O)c3nc4nccc(C)n4n3)sc2C)cc1 reads -1
In BoNT-F LC inh, O=C(NCCOc1ccccc1Cl)c1ccc2c(c1)S(=O)(=O)c1cc(Cl)ccc1C2=O reads -6

(more compounds)
compound	PfHsp40 rescue	CCHF vOTU inh	PrPC surface inh	Y pestis TopoI	FadD28 FP inh	BoNT-A LC inh2	Anthrax LF prot	TcdB inh	BoNT-F LC inh
Cc1c(NC(=O)c2cnn3c2NC(c2ccccc2)CC3C(F)(F)F)c(=O)n(-c2ccccc2)n1C (stereo not given)	-1.4	6	7	5	-2.7	-1.5	-2	·	1
Cc1ccc(S(=O)(=O)N(Cc2cccc(C)c2)C(=O)N2CCN(C)CC2)cc1	-0.6	-2	4	4	-0.5	-3.5	-2	-0.2	0
CC1(C)CC(=O)c2c(O)cc(OCC(=O)N3CCN(c4ccc(F)cc4)CC3)cc2O1	1.1	15	10	34	0.2	1.5	-2	-0.3	7
COc1cccc(/C=C2\Sc3ccc(C(=O)NCC4CCCO4)cc3N(C)C2=O)c1 (stereo not given)	-0.2	13	-4	24	-13	0.0	1	2.8	4
C=CCn1c(C)cc(C(=O)CSc2nc(N)cc(N)n2)c1C	5.5	-7	0	-7	-3.3	-0.9	-6	1.6	0
COc1ccc(C(=O)Nc2ccc(S(=O)(=O)Nc3nccc(C)n3)cc2)cc1	0.3	9	6	0	-3.2	-1.1	1	-1.2	6
Cc1c(Nc2c3ccccc3nc3ccccc23)c(=O)n(-c2ccccc2)n1C	-0.2	-114	-12	0	-1.3	-0.7	2	3.7	-5
N#Cc1c(-n2cccc2C=O)sc2c1CCCC2	0.8	11	9	4	0.7	0.5	-10	-6.9	0
CCOC(=O)C1=C(C(=O)OCC)N(Cc2ccccc2)CCC1=O	-0.1	-1	3	1	0.1	-0.4	0	-0.3	-7
Cc1cc(C)cc(NC(=O)CSc2nc(=O)n(CCCN3CCOCC3)c3c2CCCC3)c1	2.9	4	-5	17	-2.9	1.8	2	0.2	20
CC(C)C[C@H](NC(=O)N1CCn2c1nc1ccccc12)C(=O)NCc1ccco1	2.2	3	-6	15	-0.8	-0.3	1	0.8	4
Cn1c(CCNC(=O)c2cc(COc3ccc(F)c(F)c3)on2)nc2ccccc21	0.7	21	-1	20	-3.1	2.3	-1	0.4	-8
COc1ccc(-c2csc(NC(=O)c3ccc(OCC(=O)N4CCOCC4)c(OC)c3)n2)cc1OC	-1.4	0	4	10	-2.4	-0.5	0	1.8	-5
CCNC(=O)CSc1ncnc2sccc12	0.1	3	6	0	-3.9	0.3	2	·	-5
Cc1ccc(CSCC(=O)N/N=C/c2sccc2C)cc1	4.3	1	-1	13	-2.4	0.8	1	·	-3
COc1ccc(N=Cc2nc(-c3ccccc3)oc2OC(C)=O)cc1	0.7	7	6	15	-1.7	1.3	5	2.7	?
CCc1cc2cc(OC)ccc2nc1SCC(=O)Nc1cc(OC)c(OC)cc1C(=O)O	1.2	-4	3	9	-0.1	-0.3	0	0.2	2
Cc1noc(C)c1S(=O)(=O)N(C)C[C@H]1Oc2c(NC(=O)Nc3ccc(C(F)(F)F)cc3)cccc2C(=O)N([C@H](C)CO)C[C@@H]1C	-0.7	7	-12	32	-5.5	0.2	3	1.6	-1
COc1ccccc1NS(=O)(=O)c1cc(NC(=O)Nc2ccc(Cl)cc2Cl)ccc1N1CCCCC1	0.0	-2	-1	2	-4.7	0.9	0	·	0
O=C(c1ccc(C(F)(F)F)cc1)c1c[nH]c(C(=O)NCCCn2ccnc2)c1	-0.4	-1	-10	3	-5.0	?	-1	·	1
CC(=O)c1ccc(NC(=O)c2noc(C)c2[N+](=O)[O-])cc1	-1.1	0	-4	-6	-2.3	-3.0	3	-9.0	-3
CCOc1ccc(-n2nnc3c(=O)n(CC(=O)Nc4cc(C)on4)cnc32)cc1	-0.6	-7	0	-14	-3.7	1.0	0	-0.6	2
Cc1ccc(S(=O)(=O)CCc2nnc(NC(=O)CCl)s2)cc1C	0.3	20	9	2	-0.9	-0.8	2	-1.0	2
Cc1ccc(CNCc2cccnc2)cc1	-1.2	-3	0	2	-1.7	-0.7	-1	·	-14
CC(=O)NS(=O)(=O)c1ccc(NC(=O)C(C)NS(=O)(=O)/C=C/c2ccccc2)cc1 (stereo not given)	-0.9	-3	-3	3	-0.3	0.4	-7	-0.6	-5
S=c1[nH]cc(-c2ccccc2)n1-c1cccc(Cl)c1	1.1	-4	1	-4	-0.9	-0.6	-1	1.1	-4
Cc1cc(C)nc(NC2=NCCN2C(=O)NC2CCCCC2)n1	0.3	4	3	-2	-0.2	0.4	-4	·	?
Cc1nn(-c2ccccc2)c(C)c1/C=C/C(=O)OCC(=O)Nc1ncc(C(F)(F)F)cc1Cl	-0.4	-17	-3	-2	-0.3	-0.6	-2	·	-16
CCOc1ccccc1OCCCC(=O)N1CCN(S(=O)(=O)c2cccc(F)c2)CC1	-0.5	-15	10	6	-1.1	-0.5	-14	·	0
Cc1cccc(N2CCN(c3ccc4cc(S(=O)(=O)N5CCCCC5)ccc4n3)CC2C)c1 (stereo not given)	0.1	6	-3	4	-1.7	1.5	5	0.8	2
O=C(Nc1ccc(NC(=O)c2cccnc2)cc1)c1ccccc1	-0.4	-13	-7	7	0.4	-1.2	2	0.5	-1
